Assay outcomes as filed in PubChem.
Efa HMGR inh: inhibitors of E. faecalis class II HMGR, primary screen, biochemical, Enterococcus faecalis | inhibition, % at 10 µM | AID 1066, 2008 | 190,000 tested, 0.41% active | purified E. faecalis HMGR, NADPH absorbance 340 nm kinetic;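 active = inhibition above a set limit, the median over all tested compounds plus 3 SD, cut at about 9.5% in these data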;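 also: enzyme runs in reverse so mevalonate oxidation gives rising NADPH absorbance; 0% = complete reaction with DMSO and 100% = background rate lacking mevalonate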
bIAP act: bovine intestinal alkaline phosphatase activators, primary screen, biochemical, bovine IAP, CDP-star luminescence; alkaline phosphatase, intestinal [Bos taurus]; purified bovine IAP, 30 min; stronger effect = higher value; fold of DMSO-control signal, blank-subtracted; activation factor at 20 µM; 200,000 tested, 0.17% active;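 active = activation factor of 2 or more at 20 µM, a signal rise over negative controls twice the positive control's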
PPARg SRC-3 ag: PPARgamma agonists recruiting SRC-3 coactivator, primary screen, biochemical; biochemical PPARgamma/SRC-3 coactivator recruitment assay; activation, % at 8 µM; 200,000 tested, 0.26% active; AID 731, 2007; in the data active = activation above about 23%;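 also: 0% = DMSO and 100% = reference agonist; some compounds past the cut are filed as inactive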
Target sequence (P37231 whole entry, looked up): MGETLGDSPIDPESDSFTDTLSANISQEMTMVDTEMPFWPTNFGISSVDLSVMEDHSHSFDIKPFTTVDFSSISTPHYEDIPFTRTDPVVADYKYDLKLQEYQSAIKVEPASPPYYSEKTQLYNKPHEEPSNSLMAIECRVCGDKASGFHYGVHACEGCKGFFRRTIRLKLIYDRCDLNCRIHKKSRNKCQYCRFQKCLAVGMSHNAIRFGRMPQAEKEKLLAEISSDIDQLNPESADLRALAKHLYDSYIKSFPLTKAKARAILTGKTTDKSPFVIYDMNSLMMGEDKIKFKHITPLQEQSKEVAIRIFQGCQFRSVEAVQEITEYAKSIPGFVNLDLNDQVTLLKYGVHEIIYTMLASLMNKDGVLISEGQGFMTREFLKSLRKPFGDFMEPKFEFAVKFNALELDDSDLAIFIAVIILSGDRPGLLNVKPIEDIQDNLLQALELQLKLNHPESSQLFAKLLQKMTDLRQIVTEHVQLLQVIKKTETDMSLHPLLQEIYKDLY
PPARg SRC2 recr: agonists of PPARg-SRC-2 recruitment, primary screen, biochemical, HTS; PPARgamma LBD-SRC-2 recruitment; activation, % at 8 µM; 200,000 tested, 0.34% active; in the data active = activation above about 22%;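 also: 0% = vehicle and 100% = reference agonist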
TNAP act hiacc: TNAP activators at high phosphate acceptor level, primary screen, biochemical, luminescence, uHTS; purified TNAP, CDP-star luminescence, 1 M DEA, 30 min; stronger effect = higher value; 0 = EDTA background, 1 = DMSO-only activity; activation factor at 20 µM; 200,000 tested, under 10 active;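 active = activation factor at least 2 at 20 µM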
Target sequence (P05186 whole entry, looked up): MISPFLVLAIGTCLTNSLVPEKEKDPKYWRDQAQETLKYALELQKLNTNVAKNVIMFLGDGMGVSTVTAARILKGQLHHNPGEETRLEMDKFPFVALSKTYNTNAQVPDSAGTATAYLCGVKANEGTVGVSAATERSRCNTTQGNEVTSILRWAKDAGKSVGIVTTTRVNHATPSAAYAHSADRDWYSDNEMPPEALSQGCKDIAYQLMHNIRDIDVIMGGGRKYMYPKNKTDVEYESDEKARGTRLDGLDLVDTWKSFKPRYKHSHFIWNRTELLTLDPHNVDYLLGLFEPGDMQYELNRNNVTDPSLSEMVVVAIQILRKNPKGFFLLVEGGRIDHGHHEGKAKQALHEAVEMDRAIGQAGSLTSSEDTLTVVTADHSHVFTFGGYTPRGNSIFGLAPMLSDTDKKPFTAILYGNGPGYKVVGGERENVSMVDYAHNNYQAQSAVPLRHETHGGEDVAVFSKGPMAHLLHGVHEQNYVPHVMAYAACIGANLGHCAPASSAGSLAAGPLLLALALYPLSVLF
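Measured by: Luminescent substrate turnover signal | Test system: Human TNAP | Input: TNAP 1/800 final | Dosing: 20 µM single point | Schedule: 30 min, room temperature | Controls: EDTA wells as negative control, DMSO wells as positive control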
TNAP inh noacc: human TNAP enzyme inhibitors, primary screen, biochemical, luminescent, no phosphate acceptor, uHTS | inhibition, % at 20 µM | 200,000 tested, 0.26% active | AID 1012, 2008 | purified TNAP, CDP-star luminescence, 30 min;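 active = tissue-nonspecific alkaline phosphatase inhibition above about 50% at 20 µM in the single-dose screen, limit read from the data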;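 also: 0% = DMSO negative control and 100% = EDTA positive control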
bIAP inh: bovine intestinal alkaline phosphatase inhibitors, primary screen, selectivity assay for TNAP inhibitor project, biochemical, bovine IAP, CDP-star luminescence; inhibition, % at 20 µM; alkaline phosphatase, intestinal [Bos taurus]; purified bovine IAP, 30 min; 190,000 tested, under 10 active;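 active = over 50% inhibition of intestinal alkaline phosphatase at 20 µM in the single-dose screen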
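Incubation: 30 min reaction at room temperature / Material: purified bovine intestinal alkaline phosphatase (IAP) enzyme / Input: enzyme at 1/65,000,000 dilution / Dosing: 20 µM single dose / Signal: CDP-star luminescence signal / Reagent: CDP-star chemiluminescent phosphatase substrate, 30 µM final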
SRC2 TRFRET art: TR-FRET signal artefacts, primary screen, artefact control for PPARgamma SRC-2 agonist project, biochemical; TR-FRET artefact counter-screen; stronger effect = higher value; TR-FRET ratio at 8 µM; AID 1049, 2008; 200,000 tested, 0.4% active; in the data active = TR-FRET ratio above about 2000; also: inactives centre near 1500
TNAP inh hi DEA: human TNAP enzyme inhibitors, primary screen, biochemical, luminescent, high phosphate acceptor level, uHTS; Alkaline phosphatase, tissue-nonspecific isozyme (Homo sapiens), P05186; purified TNAP, CDP-star luminescence, 1 M DEA; inhibition, % at 20 µM; 200,000 tested, 0.03% active;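 active = over 50% inhibition of tissue-nonspecific alkaline phosphatase at 20 µM in the single-dose screen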;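 also: plate controls were DMSO wells for no effect and EDTA-quenched wells as full inhibition for full effect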
PPARg SRC1 recr: PPARgamma agonists recruiting SRC-1 coactivator, primary screen, biochemical | Peroxisome proliferator-activated receptor gamma (Homo sapiens), P37231 | PPARgamma-SRC-1 coactivator recruitment biochemical assay | activation, % at 8 µM | 200,000 tested, 0.41% active | AID 631, 2007; in the data active = activation above about 19%;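 also: 0% = DMSO and 100% = reference agonist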
* = called active by the depositor.

SMILES	Efa HMGR inh	bIAP act	PPARg SRC-3 ag	PPARg SRC2 recr	TNAP act hiacc	TNAP inh noacc	bIAP inh	SRC2 TRFRET art	TNAP inh hi DEA	PPARg SRC1 recr
CCOC(=O)c1cc(CC)sc1NC(=O)CC1Sc2ccc(C(F)(F)F)cc2NC1=O (stereo not given)	-6.1	1	1.9	5.7	1	-0.6	-3.6	1678	0.8	0.9
CCCCn1ccnc1C(=O)c1cccc(S(=O)(=O)N2CC(C)CC(C)C2)c1 (stereo not given)	-3.3	1	-0.9	5.6	1	-10.7	-2.3	1416	1.3	1.0
Fc1ccc(N2CCN(C(c3cccs3)c3nnnn3C3CCCC3)CC2)cc1 (stereo not given)	-6.5	0.9	-1.0	3.5	1.1	-7.6	9.6	1665	-6.5	2.5
COc1ccc(CSc2nnc(C)s2)cc1F	-7.6	0.8	-3.7	3.4	1.1	-15.6	16.6	1498	-5.0	-9.8
Cc1ccc(-c2nc3ccccc3c(=O)n2CCN2CCOCC2)cc1	-4.6	1	-0.5	4.2	1	-13.5	4.6	1802	-3.8	11.5
Cc1c(N=C2Nc3cccc4cccc2c34)c(=O)n(-c2ccccc2)n1C	-0.7	1	5.0	9.8	0.9	-3.1	4.5	1927	10.3	15.0
C/C(=N\NC(=O)c1nn(C)c(C)c1Br)c1cccc(NC(=O)c2ccc(F)cc2)c1	-1.3	1	2.5	8.8	1	-4.9	0.0	1870	-4.8	8.4
COc1ccc(-n2nc(C(=O)NCC(=O)N3CCN(c4ccccn4)CC3)c3ccccc3c2=O)cc1Cl	-0.4	0.9	-0.2	0.2	1	-0.3	5.7	1656	-4.9	5.0
O=C(NC1=NCCS1)c1ccc(OCC2CCCO2)cc1 (stereo not given)	1.8	0.9	-6.3	-11.4	1	-17.8	8.7	1409	-3.8	-9.4
O=C(CCCSc1nc2ccccc2[nH]1)Nc1ccccc1	-1.2	1.1	-2.2	-7.1	1	-3.7	-7.0	1414	-1.2	6.9
Cc1cc(C)c2[nH]c(=O)c(C(c3nnnn3Cc3ccc4c(c3)OCO4)N3CCC(C)CC3)cc2c1 (stereo not given)	0.7	0.7	1.1	2.9	1	-3.1	27.3	1674	-0.1	5.5
Cc1cc2nc(CCN3CCOCC3)n(S(=O)(=O)c3ccc(C(C)(C)C)cc3)c2cc1C	3.5	0.9	6.1	15.6	1	-4.2	11.4	1595	-2.0	-3.3
CN1CCN(P(=O)(c2ccccc2)c2nc3ccccc3s2)CC1 (stereo not given)	-10.1	1	-1.3	3.8	1	-8.9	0.8	1591	-2.7	0.2
CCCn1c(O)c(C=Nc2ccccc2)sc1=S	-6.3	0.9	-1.9	-2.7	0.9	0.8	11.0	1498	5.0	-4.5
C#CCOCCOCCOCCNc1nc(N2CCN(C(=O)C([C@@H](C)CC)n3cc(C(N)CC(C)C)nn3)CC2)nc(N2CCN(C(=O)[C@H](CCC(=O)O)n3cc(C(N)CC(C)C)nn3)CC2)n1 (stereo not given in full)	1.1	1.1	-5.6	1.6	1.1	-11.1	-12.7	1378	-7.3	-1.9
Cc1ccc(S(=O)(=O)NNC2CC(=O)N(c3ccc(Br)cc3)C2=O)cc1 (stereo not given)	-6.3	0.9	6.6	14.8	1	-5.8	14.2	1528	-3.3	7.2
Cc1ccc(N2C(=O)Nc3cc(Cl)c(Cl)cc3N2O)cc1Cl	0.2	1	6.9	8.7	1	-10.2	-0.6	1679	-4.9	2.2
O=C(CCCCCn1c(=S)[nH]c2ccccc2c1=O)N1CCOCC1	-6.2	1	6.7	-2.4	1	-8.2	1.4	1451	-2.0	-1.2
COc1ccc(N2CCN(C(=O)CCCOc3cc(=O)n(C)c4ccccc34)CC2)cc1	0.8	1	2.3	1.5	1.1	-15.8	-2.0	1544	-8.5	3.9
CC(=O)c1sc(NC(=O)CCCOc2ccccc2C)nc1C	-3.2	0.9	7.1	14.4	1.1	-9.1	10.8	1618	-6.4	10.2
COc1ccc(Nc2ccnc3ccccc23)cc1	-0.8	0.9	3.7	-1.3	1.1	-12.2	10.3	1581	-5.4	6.5
CC(=O)c1cc(CN2CCN(Cc3ccc(C)cc3)C(CCO)C2)cs1 (stereo not given)	-2.5	1.2	6.5	3.2	1.1	-5.9	-20.2	1635	-5.0	6.5
C[N+]1(C2CCC3CCC2C3O)CCCC1 (stereo not given)	3.4	1	1.7	10.6	1	-7.6	-2.8	1519	0.2	9.6
Nc1nc(CSc2nnnn2-c2ccccc2)nc(N2CCCc3ccccc32)n1	1.3	1	6.7	-1.0	1	-3.5	-4.6	1412	1.5	-0.9
Cc1nc2ccc(S(=O)(=O)NCC(=O)N3CCN(c4ccccn4)CC3)cc2s1	0.2	0.9	-7.0	4.9	1	-9.0	6.4	1387	-2.5	2.5

Some of these compounds in order of formula weight, falling.
SMILES	Efa HMGR inh	bIAP act	PPARg SRC-3 ag	PPARg SRC2 recr	TNAP act hiacc	TNAP inh noacc	bIAP inh	SRC2 TRFRET art	TNAP inh hi DEA	PPARg SRC1 recr
COc1ccc(-n2nc(C(=O)NCC(=O)N3CCN(c4ccccn4)CC3)c3ccccc3c2=O)cc1Cl	-0.4	0.9	-0.2	0.2	1	-0.3	5.7	1656	-4.9	5.0
COc1ccc(N2CCN(C(=O)CCCOc3cc(=O)n(C)c4ccccc34)CC2)cc1	0.8	1	2.3	1.5	1.1	-15.8	-2.0	1544	-8.5	3.9
CC(=O)c1sc(NC(=O)CCCOc2ccccc2C)nc1C	-3.2	0.9	7.1	14.4	1.1	-9.1	10.8	1618	-6.4	10.2

(list continues)
SMILES	Efa HMGR inh	bIAP act	PPARg SRC-3 ag	PPARg SRC2 recr	TNAP act hiacc	TNAP inh noacc	bIAP inh	SRC2 TRFRET art	TNAP inh hi DEA	PPARg SRC1 recr
Cn1c(NCc2ccccc2)nc2c1c(=O)n(Cc1ccc(Br)cc1)c(=O)n2C	-6.2	0.9	-0.1	8.7	1	0.2	6.6	1689	-4.0	10.7
CC(=O)c1cc(-c2ccccc2)n(CC(=O)N2CCC(C)CC2)c1C	-2.0	0.9	2.4	-2.6	1	-5.2	6.3	1555	-1.6	0.1
Cc1c(Cl)cccc1NC(=S)NCCCN(C)C	1.3	1.1	-1.1	2.8	1	-3.2	-5.5	1498	0.6	3.7
O=C(COC(=O)CCC(=O)c1ccc(Cl)cc1)NCC1CCCO1 (stereo not given)	-1.0	1	1.4	1.6	1	-6.2	-1.6	1428	-1.0	2.4
CC1CN(S(=O)(=O)c2ccc(Cl)c(C(F)(F)F)c2)CC(C)O1 (stereo not given)	-5.1	1	-5.3	-9.3	1.1	-17.4	4.4	1299	-5.6	-3.9
Cc1nc(NCc2ccccn2)c2ccccc2n1	-2.9	0.9	6.2	1.1	1	-9.3	9.5	1505	-2.4	4.8
Cc1cc(C)nc(SCc2nnc(SCC(N)=O)n2Cc2ccco2)n1	4.1	0.9	-0.1	9.6	1	-14.3	5.6	1569	-4.4	6.1
Cc1ccc(S(=O)(=O)n2cnc3ccccc32)cc1	2.2	0.9	-2.5	-4.3	1	0.3	9.1	1514	-0.3	-1.7
COc1ccc2nc(N3C(=O)CC(Cc4cc(C)cc(C)c4)C3=O)sc2c1 (stereo not given)	-4.3	1	8.9	11.0	1	2.9	-4.2	1816	-4.6	4.0
CCC1C(=O)CC(c2ccco2)NC1c1ccco1 (stereo not given)	-6.1	0.9	-6.4	7.1	1	-8.4	7.7	1440	-1.1	7.5
COCCCn1c2nc3ccccc3nc2c2c(=O)n(-c3ccccc3OC)c(C)nc21	-3.9	0.9	-1.2	4.8	1	-1.2	9.8	1452	-1.2	6.5
O=C(COC(=O)c1ccc2ccccc2n1)Nc1cccc(S(=O)(=O)NC2=NCCCCC2)c1	-3.4	1.3	-0.8	8.6	2*	-51.3	-31.2	1575	-97.0	10.6
O=c1[nH]c(/C=C\c2cccnc2)c([N+](=O)[O-])c(=O)[nH]1	-6.7	0.9	0.6	0.3	1	-3.3	7.3	1556	2.4	13.9
CN(CC(=O)NC1CCCc2ccccc21)S(=O)(=O)c1ccc2c(c1)c(=O)n(C)c(=O)n2C (stereo not given)	-5.1	1	-2.9	-0.2	1.1	-16.9	2.2	1724	-8.0	-3.8
O=C(Nc1nc2ccccc2n1Cc1ccc(Cl)cc1)c1ccco1	3.1	1	-1.8	-9.5	1	-5.3	3.9	1563	-4.6	-5.5
COC(=O)c1ccc(COC(=O)CNS(=O)(=O)c2ccccc2)cc1	-3.7	1	6.6	7.4	1	2.7	-3.1	1299	-2.3	-1.0
COCC1CCN(Cc2nc(Cc3ccccc3Cl)no2)CC1	0.2	1.1	3.5	3.4	1.1	-14.4	-10.9	1575	-8.6	0.9
Cc1ccc(C(=O)Nc2nnc(-c3ccncc3)o2)cc1	4.8	1.1	6.8	8.7	1	-19.6	-6.5	1877	-0.6	11.1
O=C(/C=C/c1ccccc1)NCCC1=CCCCC1	-2.9	1.1	1.9	2.0	1	-4.7	-12.5	1573	-1.8	-5.2
Cc1ccc(NC(=O)/C=C/c2ccc(Cl)cc2)nc1	-8.2	1	4.4	11.6	1	-0.5	0.0	1552	-1.8	-0.1
CCCCC(=O)OCC(=O)Nc1ccc(OC(F)F)cc1	0.3	1	-5.7	-5.5	1	-1.2	1.9	1455	1.9	-0.4
O=C(C1CCC1)N1CCC(O)(c2cccc(F)c2)CC1	0.7	1	-2.0	0.6	1	-9.0	4.0	1565	-4.6	1.1
S=C(NCCc1ccccc1)NCCc1ccccc1	-10.2	0.7	-0.8	-5.8	1	-19.2	34.4	1503	-1.7	-4.5
CC(C)OCCCNc1nc2c(-c3ccccc3)nnn2c2ccccc12	2.2	0.7	-2.9	-5.3	1.1	-11.2	31.8	1395	-7.3	-5.2
O=C(NC(NC(=S)N1CCOCC1)C(Cl)(Cl)Cl)c1cccc2ccccc12 (stereo not given)	-1.5	1.2	1.2	4.1	1.1	-23.3	-24.7	1593	-5.9	-4.9
O=C(COC(=O)COc1ccccc1[N+](=O)[O-])Nc1ccccc1Br	0.4	0.9	2.1	3.6	1.1	-2.6	10.9	1685	-5.0	9.9
Cc1cccc2cc(CN(Cc3ccc4c(c3)OCO4)Cc3nnnn3C3CCCC3)c(=O)[nH]c12	-8.9	1	-1.2	27.4*	1.1	-8.4	-1.1	2019*	-9.9	-0.7
CC(=O)Nc1ccc(SCC(=O)c2cc(C)n(Cc3cccs3)c2C)cc1	-0.1	1	1.5	3.6	1.1	-14.1	-2.6	1629	-6.1	3.7
CCC(=O)Nc1ccc(S(=O)(=O)N2CCOCC2)cc1	-1.9	0.9	-4.6	-3.4	1	-11.4	13.3	1598	-2.3	-3.7

Just TNAP inh hi DEA, for some of the entries so far:
structure | TNAP inh hi DEA
Cc1c(Cl)cccc1NC(=S)NCCCN(C)C | 0.6
COC(=O)c1ccc(COC(=O)CNS(=O)(=O)c2ccccc2)cc1 | -2.3
COCCCn1c2nc3ccccc3nc2c2c(=O)n(-c3ccccc3OC)c(C)nc21 | -1.2
O=C(COC(=O)CCC(=O)c1ccc(Cl)cc1)NCC1CCCO1 (stereo not given) | -1.0
